BaF3 tox: parental Ba/F3 viability inhibition as JAK2V617F counter-screen; actives 1.1% (n = 220,000); CellTiter-Glo ATP luminescence; inhibition, % at 5.6 µM; AID 1486;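 active = inhibition above a per-campaign cutoff, the mean inhibition of all tested compounds plus 3 SD, cut at about 27% in these data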;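 also: 0% = DMSO wells and 100% = JAK Inhibitor I control wells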
Furin inh: human furin inhibition. purified furin, fluorogenic substrate cleavage. inhibition, % at 30 µM. actives 0.061% (n = 220,000). AID 463115; in the data active = inhibition above about 25%; also: inactives centre near -15
Ba/F3 V617F tox: reduce viability of Ba/F3 cells dependent on JAK2V617F | Ba/F3 EpoR-JAK2V617F viability, ATP luminescence | actives 1.1% (n = 220,000) | inhibition, % at 5.6 µM;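 active = inhibition above the campaign mean plus 3 SD over all tested compounds, cut at about 24% in these data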;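 also: cytokine-independent growth of Ba/F3 cells driven by EpoR plus mutant JAK2; 0% = DMSO-treated cells and 100% = JAK inhibitor I control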
p97 ATPase inh: human p97 ATPase inhibition. P55072. recombinant p97 ATPase, Kinase-Glo ATP luminescence, 3 h. inhibition, % at 8 µM. actives 0.42% (n = 220,000). AID 1481; in the data active = inhibition above about 15%;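 also: 0% = DMSO vehicle and 100% = wells lacking enzyme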
Target sequence (P55072 whole entry, looked up): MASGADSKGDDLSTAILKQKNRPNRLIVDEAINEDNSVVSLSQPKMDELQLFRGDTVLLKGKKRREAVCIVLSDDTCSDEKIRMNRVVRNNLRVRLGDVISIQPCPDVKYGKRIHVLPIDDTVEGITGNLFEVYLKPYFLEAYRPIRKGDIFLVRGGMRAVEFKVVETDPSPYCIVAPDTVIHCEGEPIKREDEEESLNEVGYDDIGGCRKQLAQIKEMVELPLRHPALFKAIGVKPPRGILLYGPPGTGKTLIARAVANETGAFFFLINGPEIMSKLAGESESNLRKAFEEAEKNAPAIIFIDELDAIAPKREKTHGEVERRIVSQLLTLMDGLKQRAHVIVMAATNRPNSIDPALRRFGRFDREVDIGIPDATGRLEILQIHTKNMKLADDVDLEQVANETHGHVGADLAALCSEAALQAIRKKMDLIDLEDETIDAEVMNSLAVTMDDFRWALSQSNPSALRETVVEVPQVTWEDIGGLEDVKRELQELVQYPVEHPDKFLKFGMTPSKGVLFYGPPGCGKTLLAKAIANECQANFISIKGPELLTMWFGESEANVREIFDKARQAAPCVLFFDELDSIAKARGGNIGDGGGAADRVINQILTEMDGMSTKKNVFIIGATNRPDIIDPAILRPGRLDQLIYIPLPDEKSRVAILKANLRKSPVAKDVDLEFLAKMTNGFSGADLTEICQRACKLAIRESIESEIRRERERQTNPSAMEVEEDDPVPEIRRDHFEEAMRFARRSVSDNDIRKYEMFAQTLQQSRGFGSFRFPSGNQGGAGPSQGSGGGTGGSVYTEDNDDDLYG
PPC-1+TRAIL kill: compounds killing PPC-1 cancer cells with TRAIL present (potentiator screen, no TRAIL-free arm); PPC-1 cells + TRAIL, ATPLite viability luminescence; cell killing (% activity), % at 4 µM; actives 0.41% (n = 220,000); AID 1443;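 active = cell killing above 50% in the first pass at 4 µM, then a duplicate retest at 5 µM averaging 50% or more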;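 also: plate controls were cells with TRAIL plus DMSO for no effect and medium-only wells lacking cells for full effect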
EP2 antag: blocks the human prostaglandin E2 receptor EP2; C6 glioma cells expressing human EP2, cAMP TR-FRET; cells stimulated with saturating PGE2; inhibition, % at 25 µM; actives 0.52% (n = 260,000); AID 1422;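 active = percent inhibition above 40 after rounding to a whole number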;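 also: rat C6 glioma host cells with rolipram phosphodiesterase inhibitor present; the protocol text gives 20 µM as final concentration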
RBBP9 inhibitor: blocks human serine hydrolase RBBP9. inhibition, % at 7.94 µM. actives 0.2% (n = 220,000). O75884. AID 1515. recombinant RBBP9, FP-Rh probe fluorescence polarization;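 active = inhibition above the campaign mean of all tested compounds plus 3 SD, cut at about 14% in these data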;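 also: plate controls were DMSO wells with RBBP9 for no effect and wells lacking RBBP9 protein for full effect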
Target sequence (O75884 whole entry, looked up): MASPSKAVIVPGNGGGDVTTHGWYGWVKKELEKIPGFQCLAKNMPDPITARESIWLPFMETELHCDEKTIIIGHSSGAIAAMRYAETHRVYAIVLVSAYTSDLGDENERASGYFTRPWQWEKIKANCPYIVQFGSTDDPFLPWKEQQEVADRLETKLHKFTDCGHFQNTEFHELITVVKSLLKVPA
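system = RBBP9 protein | input = RBBP9 at 2.5 µM in dispensed solution, before mixing | measured by = fluorescence polarization (mP), excitation 525 nm, emission 598 nm | incubation = enzyme-compound preincubation 30 min, then probe labeling 45 min, 25 °C | buffer or medium = Tris-NaCl-Pluronic buffer, pH 8.0 | compound = single dose 7.94 µM | also added = FP-Rh probe, 375 nM dispensing solution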
p47phox inh: blocks human p47phox regulatory protein of NADPH oxidases | P14598 | p47phox/p22phox peptide binding, fluorescence polarization, 2 h | inhibition, % at 24.7 µM | actives 0.53% (n = 220,000);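 active = inhibition above about 30%, limit read from the data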;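 also: 0% = p47phox with labelled peptide and 100% = labelled peptide alone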
TbHK1 inh: T. brucei hexokinase 1 inhibition; AID 1430; inhibition, % at 10 µM; recombinant TbHK1, G6PDH-coupled NADH A340; actives 0.11% (n = 220,000);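 active = inhibition of 50% or more in the single-dose primary screen; inactive = inhibition below 50%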
Numbers without * were called inactive; . = no result given; & = joins results of further samples; [ ] = dose if it differs, or a comment. The list is partial, so the mix of outcomes need not match the whole.

The first two records, ahead of the listing:
SMILES	BaF3 tox	Furin inh	Ba/F3 V617F tox	p97 ATPase inh	PPC-1+TRAIL kill	EP2 antag	RBBP9 inhibitor	p47phox inh	TbHK1 inh
CCOC(=O)c1ccc(COc2ccc(C(C)C)cc2)o1	4	-36	0	1	10	1	9	.	0
O=C(CSc1nccc(-c2cccs2)n1)Nc1ccc(Cl)cc1	1	-1	7	-4	6	15	-11	-12	-2

Main list, from the first entry:
SMILES	BaF3 tox	Furin inh	Ba/F3 V617F tox	p97 ATPase inh	PPC-1+TRAIL kill	EP2 antag	RBBP9 inhibitor	p47phox inh	TbHK1 inh
CCOC(=O)c1ccc(COc2ccc(C(C)C)cc2)o1	4	-36	0	1	10	1	9	.	0
O=C(CSc1nccc(-c2cccs2)n1)Nc1ccc(Cl)cc1	1	-1	7	-4	6	15	-11	-12	-2
COc1ccc(-c2nc3ccc(N4CCCC4)cc3c(=O)[nH]2)cc1OC	7	-10	5	0	-1	.	7	-13	-4
Cc1cccc(C(C#N)c2ccc(Cl)nn2)c1 (stereo not given)	0	-19	-3	4	10	7	-2	5	0
CCSc1nc2ccc(N3C(=O)C4C5C=CC(C5)C4C3=O)cc2s1 (stereo not given)	4	-17	-3	6	10	3	3	-12	-6
Nc1cc(-c2nc3ncccc3o2)ccc1Cl	5	-11[20 µM]	-2	3	18	14	1	-6	-18
Cc1cc(/C=C2\SC(=S)NC2=O)c(C)n1-c1cccc(O)c1	0	-14	-4	18*	19	6	-3	-76	9
C/C(=C/C=N/Nc1nc(N2CCCCC2)nc(N2CCCCC2)n1)c1ccccc1	0	-19[20 µM]	-1	0	4	10	-10	5	-30
CCn1nc(C)c(NC(=O)CC23CC4CC(CC(C4)C2)C3)c1C	0	-19	-3	9	28	13	-2	-4	0
COc1cccc(NC(=O)Cc2cccs2)c1	5	-16	-1	2	4	3	-3	2	-3
Cc1cccc(N2CCN(C(=O)CCNS(=O)(=O)c3ccc4c(c3)CCC(=O)N4)CC2)c1C	3	-13	4	1	10	3	-3	-10	1
N#C/C(=C\c1cc([N+](=O)[O-])c(N2CCOCC2)cc1N1CCOCC1)c1nc2ccccc2[nH]1	4	-12[20 µM]	2	1	7	7	4	-9	-22
CCCN(CCC)CCCNc1ccc2nnc(-c3ccc(F)cc3)n2n1	6	-5	6	-8	23	7	0	-1	-1
Cc1cccc(/C(N)=N/OC(=O)c2ccc(F)cc2)c1	6	1	1	6	13	7	1	-8	39
CCOC(=O)C(Cc1ccc(OC)c([N+](=O)[O-])c1)NC(=O)CCC(=O)Nc1ccc(C)cc1 (stereo not given)	12	-3	8	-4	17	2	-3	-3	6
Cc1cc(=O)n2c3ccccc3n(CC(O)CN3CCCC3)c2c1C#N (stereo not given)	3	-1[20 µM]	1	0	11	4	-10	-7	-33
O=C(O)CC1c2ccccc2S(=O)(=O)N1Cc1ccccc1 (stereo not given)	.	-19	.	.	4	22	.	-1	1
Cc1cc(C)c(S(=O)(=O)N2CCCCC2C(=O)O)c(C)c1 (stereo not given)	8	-29	3	2	2	13	-6	-1	-2
CO/N=C/C(C#N)=C/c1ccc(OC)c(OC)c1	7	0	4	-4	-10	5	4	-8	-34
CCN(CC)CCNC(=O)c1ccccn1	-1	-17	-4	4	10	13	-2	-6	0
CC1CCc2nc(NC(=O)Nc3ccc4c(c3)OCO4)sc2C1 (stereo not given)	7	-15	0	4	36	7	-5	-9	1
CC(C)c1cc(C(=O)NCCc2ccccc2)no1	2	-14	-1	-1	15	7	-7	-3	1
CCOc1ccc(NC(=O)CSc2ccc(-c3ccccn3)nn2)cc1	4	-4	-1	4	6	6	-5	0	0
Nc1c(C(=O)NCCN2CCOCC2)c2nc3ccccc3nc2n1-c1ccc2c(c1)OCO2	9	-3	0	6	30	7	-2	-13	-19
CCOC(=O)c1c(C)c(-c2ccccc2)n(CC(=O)NCCCN(CC)CC)c1C	3	-26	-2	3	11	2	0	-9	8
CC(=C/c1ccccc1)/C=N/NC(=O)CSc1nc(C)cc(C)n1	6	-6	2	0	-2	8	2	-5	-9
NS(=O)(=O)c1cccc(NC(=O)CSc2ncnc3ccccc23)c1	2	-24	-3	7	5	8	-6	-7	-7
COc1ccc(C(C)=O)cc1CSc1nnc(-c2ccncc2)n1C	7	-31	2	-2	13	3	-2	-12	-4
CC(=O)Nc1c(C(=O)N2CCN(c3ccccn3)CC2)cnn1-c1ccc(C)cc1	7	-12	1	5	16	15	-9	-10	0
CCc1c(O)nc(SCC(=O)Nc2nc3ccccc3s2)n(-c2ccc(C)cc2)c1=O	0	-29	1	6	10	6	-6	-24	-17
COc1ccc(OC)c(S(=O)(=O)Nc2c(F)cccc2F)c1	0	-16[20 µM]	-2	2	8	3	-3	2	4
COc1ccc(C(=O)O)cc1S(=O)(=O)NC(C)C	-3	0	2	-3	11	10	1	4	-5
COc1ccc(OC)c(/C=N/NC(=O)CCc2c(C)n[nH]c2C)c1	1	-27	-3	7	1	6	-2	10	-20
CCc1ccc(NC(=O)CS(=O)CC(=O)NCC2OCCc3ccccc32)cc1 (stereo not given)	6	22[20 µM]	0	2	18	20&4	7	2	0
CCc1ccc(OCC(=O)NC(=S)Nc2ccc(C)cc2C)c(Br)c1	1	-6[20 µM]	-1	4	17	0	3	-6	-11
CCCc1nnc(NC(=O)CN2CCOCC2)s1	-6	-30	-4	7	10	3	-8	-9	0
Nc1ccccc1SC(C[N+](=O)[O-])c1ccccc1 (stereo not given)	4	-3	-6	9	6	16	-7	-16	-13
CCCCCCc1cc2cc(S(=O)(=O)c3ccc(Cl)cc3)c(=O)oc2cc1O	8	-1	5	-1	1	20	-7	-36	8
CCOC(=O)N1CCC(N2CCN(CCC(C)C)C(CCO)C2)CC1 (stereo not given)	3	-17	4	1	2	-1	-5	-1	7
CC(C)Oc1ccc2c(c1)OC(c1ccccc1)(C(F)(F)F)NC2=O (stereo not given)	8	-25	-4	4	6	5	-1	2	1

Arranged by value in TbHK1 inh (largest number first): 3 of the compounds above.
smiles | Furin inh | p97 ATPase inh | RBBP9 inhibitor | p47phox inh | TbHK1 inh
CC(C)Oc1ccc2c(c1)OC(c1ccccc1)(C(F)(F)F)NC2=O (stereo not given) | -25 | 4 | -1 | 2 | 1
CC(=C/c1ccccc1)/C=N/NC(=O)CSc1nc(C)cc(C)n1 | -6 | 0 | 2 | -5 | -9
Nc1c(C(=O)NCCN2CCOCC2)c2nc3ccccc3nc2n1-c1ccc2c(c1)OCO2 | -3 | 6 | -2 | -13 | -19

Additional records follow.
SMILES	BaF3 tox	Furin inh	Ba/F3 V617F tox	p97 ATPase inh	PPC-1+TRAIL kill	EP2 antag	RBBP9 inhibitor	p47phox inh	TbHK1 inh
NC1=NC2(CCCCC2)N(c2ccc(F)cc2)C(N)=N1	11	-22[20 µM]	24*	2	-4	13	4	6	7
CCC(=O)N1N=C(c2c(O)n(C)c(=O)n(C)c2=O)CC1c1ccccc1 (stereo not given)	1	-22	1	6	8	8	-4	-2	-6
CN1CCN(C(=O)N2CCNC2=O)CC1	2	-25	-2	1	14	7	-7	-13	2
O=C(c1ccccc1Cl)N(Cc1ccc(Br)cc1)N1C(=O)CCC1=O	2	-14	4	-5	-4	2	-6	1	5
CCN(CC)CCNc1ccc(Cl)cc1[N+](=O)[O-]	0	0[20 µM]	1	-4	.	4	-6	.	-9
Cc1cc(C)c(S(=O)(=O)N2CCN=C2c2ccccc2)cc1C	6	-12[20 µM]	-2	-4	-5	7	5	-18	3
Cc1ccc(C(=O)N2CCC3(CC2)Oc2ccc(Cl)cc2C(=O)C32CC(c3cccnc3)=NO2)s1 (stereo not given)	.	-10	.	.	26	-7	.	-5	-16
CCCC(=O)Nc1cccc(Oc2nc(C)cc(C)c2C#N)c1	-1	37*[20 µM]	-5	3	46	10	-8	-4	-1
CCN(Cc1ccncc1)Cc1cn(C)nc1-c1ccc(Oc2ccccc2)cc1	9	-15	2	-10	-5	3	2	-3	-6
CC(C)Oc1ccc(CCC(=O)NNC(=S)Nc2ccccc2)cc1	0	-18	3	-5	-1	8	-9	-21	3
CCOC(=O)CSc1ccc(S(=O)(=O)N2CCCC2)cc1[N+](=O)[O-]	7	-10	6	-3	-7	5	5	-7	-2
Cc1c(C(=O)Nc2ccccc2)csc1-c1ccccc1	3	-13	-1	-1	42	9	-3	-6	-10
COc1ccc(CNCc2ccco2)cc1OCc1ccccc1	-1	-15[20 µM]	-5	3	14	12&18	-1	-2	7
COc1cccc(CN2CCN(C(=O)Nc3ccc([N+](=O)[O-])cc3)CC2)c1	9	-15	6	0	-23	4	8	.	-40
CCc1ccc(-c2cc(C(=O)N/N=C/c3ccccn3)[nH]n2)cc1	3	-28	-6	9	26	14	-10	-2	1
CCCCCSc1nnc(-c2ccccc2NC(C)=O)c(=O)[nH]1	6	-2	3	0	15	10	-6	-4	-12
CCCC(C(=O)NC1=NCCS1)c1ccccc1 (stereo not given)	7	-19	0	4	19	6	4	11	-5
CCOP(=O)(OCC)C(NC(=O)Nc1ccccc1)C(N)=O (stereo not given)	11	-13	2	0	8	1	-1	-9	0
O=C(CNC(=O)c1ccccc1)N/N=C/c1cn[nH]c1-c1ccccc1	0	-8	1	-4	2	14	-2	3	-10
CSc1nc(O)c(/C=C2\C=Nc3ccccc32)[nH]1	5	-9	-2	2	23	6	1	2	-2
COc1ccc(OCC(O)CN(C2CCCCC2)C2CCCCC2)cc1 (stereo not given)	11	-18[20 µM]	0	-8	-9	8	0	-12	1
CCOc1ccc(C(=O)Nc2ccc(Cc3ccncc3)cc2)cc1Br	6	-27	-4	1	8	11	-13	-11	-1
CCCOc1ccc(C(=O)N2CCCC2C(=O)O)cc1 (stereo not given)	4	-25	-3	6	-3	8	-7	-4	6
Cc1ccc(N(CC(=O)NN=C2CCN(C)CC2)S(=O)(=O)c2ccc(C)cc2)cc1	2	-17	1	2	35	8	-5	-6	0
CC(C)NC(=O)/C(C#N)=C\c1ccc(N(C)C)o1	1	-10	-1	4	-4	7	-2	-6	-3
CCOC(=O)C1=C(C)N(C)C(=S)NC1c1ccccc1 (stereo not given)	2	-16	-5	1	4	9	-6	-5	-13
N#Cc1c(C(F)(F)F)cc(-c2cccs2)nc1SCc1ccc(Cl)nc1	2	-10[20 µM]	1	2	-15	7	-1	-9	-11
O=C(Cc1cccs1)NCc1ccco1	4	-9[20 µM]	0	3	1[5 µM]	11	1	-17	3
CN(C)c1ccc(C(CNC(=O)c2ccccc2)c2c[nH]c3ccccc23)cc1 (stereo not given)	4	-27	0	3	8	5	4	-34	1
Cc1ccccc1-n1nnnc1SCC(=O)NCC1CCCO1 (stereo not given)	0	-10	4	-3	26	7	-10	4	3
CCOC(=O)C1CCCN(c2ccc(NC(=O)c3snc4c(=O)[nH]c(C)nc34)cc2)C1 (stereo not given)	8	4	5	-5	30	7	2	-4	-1
CCCOC(=O)c1ccc(NC(=O)C(CC)CC)cc1	4	13	4	-5	17	6	-5	2	-5
COc1ccc(N2CC(C(=O)N/N=C/c3ccc(C)cc3)CC2=O)cc1 (stereo not given)	5	-13	7	15*	7	6	0	-5	6
O=C(CN1CCN(c2ccc(O)cc2)CC1)NC(c1ccccc1)c1ccccc1	9	-15	1	0	21	20	-2	-5	-4
Cc1[nH]nc(-c2ccc(OCc3cnn(-c4ccccc4)c3)cc2O)c1Oc1ccc(Cl)cc1	0	-19[20 µM]	-1	2	15	8	-4	-16	-8
COc1ccc(NS(=O)(=O)c2ccc(N3CCCC3)c(NC(=S)Nc3cccc(C)c3C)c2)cc1	5	-19	-2	7	-12	4	-12	-4	27
Cc1nc2scc(-c3ccccc3)c2c(=O)n1/N=C/c1ccco1	4	2	-3	-4	8	8	-7	1	-15
